Screens: PubChem BioAssay, Sanford-Burnham Center for Chemical Genomics
SENP8 block – inhibitors of human SENP8 protease; Q96LD8; purified SENP8, Z-RLRGG-aminoluciferin cleavage, luminescence; inhibition, % at 10 µM; hit rate 1.2% among 330,000; AID 2540
Target sequence (Q96LD8 whole entry, looked up): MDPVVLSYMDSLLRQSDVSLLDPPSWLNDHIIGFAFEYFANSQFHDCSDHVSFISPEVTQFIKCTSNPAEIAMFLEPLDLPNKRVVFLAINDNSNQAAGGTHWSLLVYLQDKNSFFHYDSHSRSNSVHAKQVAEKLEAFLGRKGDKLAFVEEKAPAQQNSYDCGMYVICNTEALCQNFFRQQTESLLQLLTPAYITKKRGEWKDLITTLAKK
697 NFkB inh – inhibitors of the PMA/ionomycin-induced NF-kB reporter in 697 B cells; 697 B-cell NF-kB luciferase reporter, 16 h; hit rate 0.33% among 330,000; inhibition, % at 4 µM; in the data active means inhibition above about 35%
UBC13 inh – blocks human UBC13 polyubiquitin chain formation; P61088; TR-FRET; inhibition, % at 20 µM; hit rate 0.47% among 330,000; AID 485273; in the data active means inhibition above about 45%, passing the limit was not always enough
Target sequence (P61088 whole entry, looked up): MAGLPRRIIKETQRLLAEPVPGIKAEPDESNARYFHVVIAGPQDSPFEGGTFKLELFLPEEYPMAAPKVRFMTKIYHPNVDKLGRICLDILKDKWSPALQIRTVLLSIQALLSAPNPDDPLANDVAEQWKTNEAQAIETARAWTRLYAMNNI
HKDC1 inhibitor – blocks human hexokinase HKDC1 activity; inhibition, % at 20 µM; AID 493160; recombinant HKDC1, G6PDH/diaphorase resazurin coupled fluorescence; hit rate 0.16% among 340,000; Q2TB90;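 active means inhibition above about 35% when tested at 20 µM, limit read from the data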;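 further: plate controls were DMSO wells with enzyme for no effect and DMSO wells lacking enzyme for full effect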
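Assay system – recombinant HKDC1 (HK5) hexokinase enzyme, produced in-house · Input – HKDC1 at 5 µg/mL · Reagent – glucose plus 1 mM ATP as hexokinase substrates · Timing – 90 min reaction incubation at room temperature, dark · Measured by – G6PDH/diaphorase-coupled fluorescence, 1 mM NADP, 100 µM resazurin, 525/613 nm · Benchmarks – DMSO-enzyme wells negative, buffer-substituted wells positive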
SENP7 inh – inhibitors of human SENP7 protease | Q9BQF6 | recombinant SENP7, Z-RLRGG-aminoluciferin luminescence, 40 min | inhibition, % at 5 µM | hit rate 1.5% among 330,000;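 active means inhibition above about 50% at the single test dose, limit read from the data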;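 further: plate controls were DMSO with enzyme for no effect and no enzyme buffer wells for full effect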
Target sequence (Q9BQF6 706-1050 limits assumed): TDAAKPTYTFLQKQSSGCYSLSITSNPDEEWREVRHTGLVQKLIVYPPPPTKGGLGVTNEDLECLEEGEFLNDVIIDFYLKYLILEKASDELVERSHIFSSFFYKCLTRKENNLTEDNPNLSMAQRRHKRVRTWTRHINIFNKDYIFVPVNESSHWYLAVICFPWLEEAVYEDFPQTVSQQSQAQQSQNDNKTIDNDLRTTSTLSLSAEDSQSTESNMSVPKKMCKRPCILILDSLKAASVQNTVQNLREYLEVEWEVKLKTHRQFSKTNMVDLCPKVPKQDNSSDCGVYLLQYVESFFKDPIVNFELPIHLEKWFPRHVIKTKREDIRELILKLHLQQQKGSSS
Jurkat NFkB inh – inhibitors of the PMA/ionomycin-induced NF-kB reporter in Jurkat cells | AID 435003 | inhibition, % at 4 µM | hit rate 0.53% among 330,000 | PMA/ionomycin-induced NF-kB luciferase reporter, luminescence
Gli-Sufu antag – Gli-Sufu pathway antagonism; hit rate 0.74% among 340,000; inhibition, % at 5 µM; AID 588413; Sufu-KO-LIGHT fibroblasts, Gli luciferase reporter luminescence;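 active means inhibition above about 55%, limit read from the data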;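 further: 0% = DMSO-treated cells and 100% = wells with medium but no cells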
Apaf1 inhib – blocks human Apaf-1 apoptosome activity. reconstituted apoptosome caspase-3 activity, DEVD-Rh110 fluorescence. inhibition, % at 20 µM. hit rate 0.71% among 330,000; active means inhibition of at least 40% at 20 µM;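 further: plate controls were DMSO wells for no effect and DEVD-CHO caspase inhibitor wells for full effect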
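Assay system: Apoptosome proteins | Medium: pH 7.5 Hepes buffer with CHAPS, BSA, DTT | Also added: Cytochrome c and DEVD-Rh110 substrate | Times: 30 min plus 50 min, RT | Detection: Rhodamine 110 fluorescence at Ex 480/Em 540 nm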
Numbers without * were called inactive. Unless noted, no stated cut-off is given here; in the data, active means inhibition above about 50%; inactive means the rest. Random draw from the library; 3.6% or so of the library scored in one or more.

Molecule | SENP8 block | 697 NFkB inh | UBC13 inh | HKDC1 inhibitor | SENP7 inh | Jurkat NFkB inh | Gli-Sufu antag | Apaf1 inhib
C[C@@H]1CN(Cc2nc(-c3cnccn3)no2)C[C@H](C)O1 | -7.3 | 4.0 | -6.0 | -2.8 | -9.5 | -0.4 | 18.4 | -13.9
COc1ccc(C(=O)OCC(=O)NC2CCCC2)cc1OC | -8.0 | -10.6 | 1.8 | -5.6 | -3.9 | -12.4 | 4.7 | 5.4
CCN(CC)C(=O)c1sc(NC(=O)c2ccc3c(c2)OCO3)c(C(N)=O)c1C | -8.2 | -82.8 | -5.5 | -2.9 | -11.0 | -57.2 | -46.0 | 5.1
Cc1c(NC(=O)C(C)Sc2nccn2C)c(=O)n(-c2ccccc2)n1C (configuration not stated) | -1.4 | -23.8 | -6.2 | -4.5 | -2.4 | -7.4 | 0.3 | 13.4
CN1CCN(c2ccc(NC(=O)c3ccc4ccccc4c3)cc2)CC1 | -7.0 | -225.3 | 6.7 | 1.5 | -3.7 | -155.3 | 16.4 | 13.9
Cc1ccc(S[C@@H](CCN2CC[C@H](C(C)(C)C)CCC2=O)c2ccccc2)cc1 | -6.5 | -26.6 | 3.3 | -0.3 | -5.0 | 3.0 | 25.5 | 29.0
CN(C)C1(CNC(=O)C2CCN(S(=O)(=O)c3cc(Cl)ccc3Cl)CC2)CCCCC1 | -13.0 | -24.9 | 5.2 | -7.0 | -5.2 | -29.3 | 12.4 | 6.4
CC(C)CC(NC(=O)C1CCCN1C(=O)CNC(=O)OCc1ccccc1)C(=O)O (configuration not stated) | 2.7 | -0.2 | 1.8 | -4.2 | 6.7 | -10.8 | -12.2 | 4.8
Cc1ccc2sc(C)[n+](CCC(C)S(=O)(=O)[O-])c2c1 (configuration not stated) | -6.1 | -1.3 | 0.9 | -10.7 | -18.3 | 8.4 | 6.1 | -17.5
CCOc1ccc(-c2cnc3ccccc3n2)cc1 | 92.8* | -195.0 | 43.0 | -0.1 | 98.4* | -46.0 | 1.2 | 0.6
O=C(COC(=O)c1cccc(S(=O)(=O)N2CCCCC2)c1)NCc1ccccc1 | -15.0 | -10.0 | -1.4 | -2.8 | -11.0 | 0.5 | -2.9 | 16.8
COc1ccc(C(CNc2ncnc3sc(C)c(C)c23)N(C)C)cc1 (configuration not stated) | 2.6 | 1.0 | -8.3 | -0.2 | -0.8 | 18.2 | 12.4 | 9.8
N/C(=N\OC(=O)Cc1ccc(Cl)cc1)c1ccccn1 | 8.7 | -51.0 | -0.3 | -4.7 | 1.1 | -62.1 | 10.5 | -6.2
O=C(N1CCOCC1)N1CCC(n2nnc3ccccc32)CC1 | -2.2 | 3.8 | 5.9 | -1.0 | -1.6 | 4.2 | -1.8 | -0.2
NC(=O)C(c1ccccn1)c1ncc(C(F)(F)F)cc1Cl (configuration not stated) | 7.7 | 22.3 | -1.8 | 1.9 | 3.5 | 4.7 | -3.4 | -5.2
CN(C)c1ccc(/C=N/NC(=O)C[n+]2ccccc2)cc1 | -10.2 | -3.6 | -11.3 | 0.8 | -2.5 | -9.7 | 52.6 | -10.4
CC(=O)c1ccc(NC(=O)CCSCCC(=O)Nc2ccc(C(C)=O)cc2)cc1 | -16.4 | -12.7 | -4.9 | -0.4 | -0.9 | -9.4 | 5.3 | -3.1
CC(C)CN1C(=O)C(=O)N(CC(=O)NC2CCCc3ccccc32)C1=O (configuration not stated) | -1.8 | 3.0 | -0.9 | -5.3 | 6.8 | -15.3 | 2.5 | 0.7
CC(NC(=O)CSc1nc(=O)cc(N)n1CCc1ccccc1)c1ccccc1 (configuration not stated) | 0.2 | 13.2 | 1.2 | -1.0 | 2.1 | 0.1 | 1.0 | 2.4
O=c1[nH]c(C2CCN(S(=O)(=O)c3ccccc3C(F)(F)F)CC2)nc2c1nnn2Cc1ccccc1 | -3.2 | -26.0 | -0.5 | 8.4 | -13.8 | 3.2 | -12.0 | 29.9
Cc1ccnn1CCC(=O)N1CCCC(CCC(=O)NCc2ccccc2F)C1 (configuration not stated) | -3.0 | 7.1 | 1.6 | -4.3 | 5.3 | 2.9 | -20.0 | 0.0
N#C/C(=C\c1ccc(OCCN2CCOCC2)cc1)C(=O)Nc1ccc(S(N)(=O)=O)cc1 | 5.4 | 0.4 | -6.1 | 5.0 | 4.3 | -2.5 | -4.5 | 9.2
CCCCC(=O)Nc1ccc(C(=O)Nc2ccc(S(=O)(=O)N3CCCC3)cc2)cc1 | -1.7 | -31.5 | 7.4 | -9.8 | 9.5 | 0.8 | 1.3 | -2.9
CCOC(=O)Cn1c(=O)oc2cc(S(=O)(=O)Nc3cc(OCC)ccc3OCC)ccc21 | -2.0 | 9.9 | 13.2 | -1.6 | -10.2 | -5.9 | 2.5 | 5.7
COc1cc(Cl)c(S(=O)(=O)N2CC(C)OC(C)C2)cc1Cl (configuration not stated) | -4.2 | -48.3 | 2.9 | -0.3 | 7.1 | -5.3 | 3.3 | 8.1
COc1ccc(CN(CC2CCC(C(=O)O)CC2)C(=S)Nc2ccccc2C)cc1 (configuration not stated) | -0.2 | 2.8 | 4.0 | 5.0 | 5.9 | 1.7 | 1.3 | -4.8
O=C1COc2ccc(S(=O)(=O)N3CCC(C(=O)NCc4ccc(F)cc4)CC3)cc2N1 | -1.0 | 3.6 | 3.8 | 2.0 | 0.1 | -3.0 | 1.0 | -3.0
CN1CCN(C(=O)c2cc(C(C)(C)C)cc(C(C)(C)C)c2)CC1 | -0.2 | 13.8 | 2.5 | -8.0 | -1.6 | -4.1 | 5.0 | -1.9
C[n+]1ccn(CC(=O)c2cccs2)c1 | 3.3 | 8.8 | 2.8 | -8.5 | 1.0 | -7.2 | 26.1 | -2.4
CC(C)CCOc1ccc(C2(C)NC(=O)NC2=O)cc1 (configuration not stated) | -4.5 | 2.6 | -2.1 | -6.2 | 9.7 | 14.2 | 5.4 | 7.5
CCCc1cc2c(=O)c(-c3cscn3)c(C(=O)OCC)oc2cc1O | 2.8 | 10.9 | 5.3 | 16.3 | 1.0 | -0.6 | -7.3 | 1.1
O=C(Nc1nccs1)c1ccccc1N=Cc1ccccc1 | -4.5 | -31.6 | 36.4 | 3.9 | 10.6 | -27.9 | -22.9 | 17.2
COc1ccc2cc(C3(C)NC(=O)N(CC(=O)Nc4c(C)n(C)n(-c5ccccc5)c4=O)C3=O)ccc2c1 (configuration not stated) | -1.8 | -0.8 | -4.8 | -5.9 | -3.3 | 5.9 | 3.9 | -1.7
COc1ccccc1N1CCN(S(=O)(=O)c2ccc3c4c(cccc24)C(=O)N3)CC1 | 1.1 | -4.9 | -8.5 | 13.1 | 5.3 | -11.8 | 1.4 | 27.9
O=C(/C=C/c1ccccc1)N1CCN(CCN2C(=O)c3cccc4cccc(c34)C2=O)CC1 | -1.2 | -2.5 | 7.6 | -6.8 | 2.7 | 0.6 | 21.8 | 11.7
Cc1cccc(NS(=O)(=O)c2cccs2)c1 | 1.1 | 7.4 | 6.7 | -0.7 | -1.5 | 22.0 | -3.2 | -4.7
CC(C)CNC(=O)COC(=O)CCC(=O)c1cccs1 | -4.2 | -9.1 | -37.9 | -8.1 | -9.6 | -10.3 | 0.3 | 7.3
O=C(CC1C(=O)NCCN1Cc1cccc(F)c1)NC1CCCCCC1 (configuration not stated) | 5.8 | 3.1 | -12.6 | -0.7 | 2.2 | 11.4 | 13.2 | 8.4
COCCn1c(C)cc(C(=O)COC(=O)c2ccc(S(=O)(=O)N(C)C)cc2)c1C | 0.2 | 0.4 | -6.6 | -3.4 | 6.9 | 3.3 | -7.2 | 3.7
CC(C)C(C(=O)Nc1ccc2c(c1)OCCOCCOCCOCCO2)N1C(=O)c2ccccc2C1=O (configuration not stated) | -10.0 | 11.3 | -7.7 | -10.9 | -3.6 | -0.8 | -6.2 | -3.4
O=C(CSc1nc2ccccc2c(=O)n1Cc1ccco1)c1ccc(F)cc1 | 1.8 | -26.6 | 7.0 | -1.9 | -1.4 | -4.9 | -27.7 | -8.2
O=[n+]1c2c(n([O-])c3cc(F)c(N4CCCC4)cc31)CCCC2 | -5.2 | -26.4 | -109.1 | 5.8 | -5.2 | -8.9 | 4.4 | 4.7
COc1ccc(/C=C/c2c([N+](=O)[O-])c(=O)n(C)c(=O)n2C)c(OC)c1OC | 8.2 | -10.3 | -4.2 | -4.4 | 5.8 | -21.3 | 4.8 | 6.8
Cc1cc(C)cc(OCC(=O)OCC(=O)NCc2cccs2)c1 | -7.5 | -17.8 | -7.6 | 4.4 | 1.4 | -12.4 | -23.6 | 5.5
CC(=C/c1ccccc1)/C=N/n1c(C)n[nH]c1=S | 29.6 | -24.8 | -1.4 | -2.4 | 4.9 | 5.4 | -25.3 | -5.2
CC(=O)c1c(C)[nH]c(C(=O)COC(=O)C2CC2)c1C | 0.6 | 15.4 | 20.0 | -2.1 | 4.9 | 3.3 | 1.0 | -16.4
O=C(NC(=S)Nc1ccccc1O)c1cncc(Br)c1 | -4.3 | -39.6 | 2.5 | -1.4 | 3.7 | 19.6 | -3.9 | -19.1
CC(=O)Nc1cccc(OCC(=O)NCCC2=CCCCC2)c1 | 5.3 | 5.8 | 1.6 | -6.0 | 7.5 | -25.4 | 20.2 | -4.1
CN(C)S(=O)(=O)c1cccc(NC(=S)N/N=C/C2CC=CCC2)c1 (configuration not stated) | -1.9 | 9.6 | -1.8 | -11.3 | 0.9 | -6.2 | 2.2 | 3.9
Nc1cc(N)nc(SCC(=O)N2CCc3ccccc32)n1 | -17.0 | -31.5 | -9.4 | -6.5 | -8.4 | -64.3 | -10.1 | 4.5
CCN(CC(=O)Nc1ccc2c(c1)OC(F)(F)O2)Cc1nc2ccccc2c(=O)[nH]1 | 0.3 | -26.0 | 0.5 | -2.5 | 9.0 | -27.4 | -0.7 | 17.3
Fc1ccccc1CSc1nnc(-c2ccccc2)o1 | 19.2 | -149.6 | -8.3 | -1.8 | 39.8 | -155.8 | -125.9 | 5.6
COCCCn1c(C)c(C(C)=O)cc(NC(=O)c2ccccc2)c1=O | -1.8 | 28.3 | -5.6 | 3.1 | -1.5 | -4.0 | 3.0 | 1.5
CCN(CC)C(=O)Cc1ccccc1 | 0.2 | 6.8 | 2.1 | -0.3 | -6.3 | -7.1 | 5.0 | -11.6
c1ccc(CN2CCC(N=C3NN=C(c4ccc5c(c4)OCCO5)CS3)CC2)cc1 | -3.1 | -19.0 | 25.8 | -26.0 | -1.8 | -12.5 | 25.3 | -1.9
Cc1cc(C)n(-c2nc3ccccc3nc2Nc2ccc(CC(=O)O)cc2)n1 | 1.8 | 13.6 | -7.6 | -1.4 | 4.4 | -8.6 | -2.9 | 10.1
Cc1ccc(C(=O)N/N=C/c2cccc3ccccc23)cn1 | -4.7 | -19.4 | 1.4 | 1.6 | 5.3 | -0.1 | -10.8 | -7.7
O=C1CC(c2ccccc2)CC(O)=C1C=NC1CCCC1 (configuration not stated) | -3.2 | 4.2 | -0.7 | 10.9 | -0.7 | 0.3 | -6.4 | -1.1
Cc1cc2nc(CCN(Cc3cccnc3)C(=S)Nc3ccccc3)[nH]c2cc1C | -9.5 | 11.4 | 5.5 | -3.6 | -5.9 | -5.8 | 9.4 | -1.3
CCn1nnc(NC(=O)c2ccccc2Br)n1 | -7.3 | 6.7 | -1.4 | -5.6 | -3.8 | -13.2 | -21.3 | -11.4

Next results:
Molecule | SENP8 block | 697 NFkB inh | UBC13 inh | HKDC1 inhibitor | SENP7 inh | Jurkat NFkB inh | Gli-Sufu antag | Apaf1 inhib
CCOc1cccc(N2C(=O)CC(n3cnc4ccccc43)C2=O)c1 (configuration not stated) | -3.4 | 11.9 | 4.2 | -4.6 | -7.3 | 5.1 | 3.5 | -2.8
Cc1ccc(/C=N/c2sc3c(c2C#N)CCC3)s1 | 23.4 | -235.3 | -22.1 | -4.0 | 84.5* | -144.5 | -24.6 | 7.6
CCOC(=O)C1=C(COC(=O)c2cccs2)NC(=O)NC1C (configuration not stated) | -2.1 | -6.2 | 0.6 | 9.3 | 0.4 | 5.3 | -4.7 | -1.5
CCc1cc2c(N[C@@H](Cc3ccccc3)C(=O)O)ncnc2s1 | 8.3 | 0.4 | 3.9 | -0.2 | 8.2 | -23.1 | 1.8 | 4.7
